# mHTT CaM bind – mHTT-calmodulin interaction abrogation; AlphaScreen His-mHTT/GST-CaM binding, luminescence; inhibition, % at 15 µM; P42858; hit rate 3.6% among 190,000;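 also: 0% = both proteins with DMSO and 100% = one protein alone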
# Pf apPOL block – Pf-apPOL DNA polymerase inhibition; Recombinant Pf-apPOL, molecular beacon fluorescence, 1.5 h; hit rate 0.25% among 210,000; inhibition, % at 10 µM; AID 1794808
# * marks the source's active call; other numbers are inactive results; . = no result given; & = joins results of further samples. Rule as the data show it: active = inhibition above about 50%; inactive = the rest.
# Every second line gives: mHTT CaM bind, Pf apPOL block
Cc1onc(-c2c(Cl)cccc2Cl)c1C(=O)Nc1nc2ccc([N+](=O)[O-])cc2s1
→ 85*, -22
S=C(NN=CC=Cc1ccccc1)NC1CC2CC1C1C=CCC21 (centres undefined)
→ ., -3&-13
Cc1ccc2cc3cc(C(=O)NC(C)C)sc3nc2c1
→ -1, -4
CC(C(=O)O)N1C(=O)C2CC=C(Cl)CC2C1=O (centres undefined)
→ 5, 4
Cc1nn(CCCC(=O)Nc2c(C)n(C)n(-c3ccccc3)c2=O)c(C)c1[N+](=O)[O-]
→ 0, -2
COc1ccccc1CC(=O)NCC1COc2ccccc2O1 (centres undefined)
→ 2, 0
Cc1ccc(CNC(=O)N2CCC(N3CCN(Cc4ccccc4)C3=O)CC2)cc1
→ -3, -12
CCOC(=O)CCC(=O)N1CCN(Cc2nc3ccccc3[nH]2)CC1
→ -8, -1
Cc1noc(-c2cccc(F)c2)c1C(=O)NCc1ccc2c(c1)OCO2
→ -3, -5
CCN(CC)Cc1c(O)ccc2c(=O)c(-c3ccc(OC)c(OC)c3)c(C(F)(F)F)oc12
→ 8, 4
OC(CNCc1ccco1)COc1ccccc1 (centres undefined)
→ -2, -6
CCCc1c(C)nc2c(C(=O)NCc3ccc(OC)cc3)c[nH]n2c1=O
→ 10, -1
O=S(=O)(c1ccccc1)N(CCO)Cc1ccccc1
→ -7, 3
O=C(NC(NCC1CCCO1)C(Cl)(Cl)Cl)c1ccco1 (centres undefined)
→ -1, 97*
CCn1cnnc1C1CCN(C(=O)c2cc(-c3ccccc3)n[nH]2)CC1
→ -4, 3
Cc1ccc2nc(N3C(=O)c4ccccc4C3=O)sc2c1
→ -2, -2
CCOc1ccc(Br)cc1S(=O)(=O)NCc1ccccc1
→ -6, 12
CC1(C(=O)NC2CCCC2)CCC(=O)N1Cc1ccc(Cl)cc1 (centres undefined)
→ 3, -3
CCCNC(=O)c1ccc2c(c1)ncn2-c1cc(C)cc(C)c1
→ 14, 27
COc1ccc(-c2cc(=O)c3cc(C)ccc3o2)cc1OC
→ 7, -9
Cc1ccc(Cl)cc1NC(=O)c1sc2ccccc2c1Cl
→ -3, -2
CN(C)C(=O)c1cc2c(s1)CCC(C(=O)NC1CCCC1)C2 (centres undefined)
→ -8, 0
O=c1oc2ccc(Cl)cc2nc1C=C(O)c1cccc([N+](=O)[O-])c1
→ 6, 0
COc1ccc(OCCCN2CCN(c3ccccc3OC)CC2)cc1
→ 4, -1
Cc1cc(C)c(OCC(O)Cn2cnc3ccccc32)c(C)c1 (centres undefined)
→ 15, 6
COc1ccc(CSc2nnnn2-c2ccc(C(=O)O)cc2)cc1
→ -3, -1
Fc1cccc(CN2CCc3nc(Nc4ccc5c(c4)OCCO5)ncc3C2)c1
→ 45, -2
CCC(CC)C(=O)Nc1ccccc1[N+](=O)[O-]
→ 5, -3
COc1ccc(OCC(=O)Nc2ccc(NC(=O)c3ccco3)c(OC)c2)cc1
→ 13, -4
CCOc1ccccc1NC(=O)c1cnc(N2CCN(c3ccccn3)CC2)c2ccccc12
→ -2, -1

# Grouped by structure, the compounds so far with a COOH group
# Every second line gives: mHTT CaM bind, Pf apPOL block
CC(C(=O)O)N1C(=O)C2CC=C(Cl)CC2C1=O (centres undefined)
→ 5, 4
COc1ccc(CSc2nnnn2-c2ccc(C(=O)O)cc2)cc1
→ -3, -1

# Returning to the listing, repeating the two entries before the break.
# Every second line gives: mHTT CaM bind, Pf apPOL block
COc1ccc(OCC(=O)Nc2ccc(NC(=O)c3ccco3)c(OC)c2)cc1
→ 13, -4
CCOc1ccccc1NC(=O)c1cnc(N2CCN(c3ccccn3)CC2)c2ccccc12
→ -2, -1
Cc1cc(Cl)ccc1OCCN(C)CCO
→ -3, 3
O=C(NC1CCCCC1)c1nc(-c2ccc(N3CCCCCC3)cc2)no1
→ -10, -3
O=C(Nc1cccc(-c2nnc(-c3ccccc3)o2)c1)c1cccs1
→ 6, -2
O=C(c1ccccc1Cl)N1CCC(COCc2ccccc2)CC1
→ 7, -10
O=C(NCCc1ccccc1)c1cccn1Cc1ccc(Cl)cc1
→ 16, -22
COc1ccccc1NC(=O)C1=C(C)Nc2nc(CCCO)nn2C1c1ccc2c(c1)OCO2 (centres undefined)
→ 15, -2
Cc1ccc(NC(=O)Cc2c(C(=O)O)[nH]c3ccc(Cl)cc23)cc1F
→ 12, -1
O=C(c1ccco1)N1CCCC2(CC(c3cccnc3)=CO2)C1 (centres undefined)
→ -6, 0
CCOc1cccc2cc(-c3cc(=O)oc4cc(OC)ccc34)oc12
→ 8, 8
Cc1cc(C)cc(C(=O)N2CCCC2COc2ccc(C(=O)N3CCOCC3)cc2)c1 (centres undefined)
→ -1, 12
Nc1nonc1-c1nc2ccccc2n1CC(=O)Nc1cccc(Br)c1
→ 2, 1
Cc1nn(C)c2c(=O)n(CC(=O)NCc3cccc(C(F)(F)F)c3)ccc12
→ -6, 1
CC1(C)CC(=O)C2=C(C1)N(c1ccccc1C#N)C(N)=C(C#N)C2c1ccc2c(c1)OCO2 (centres undefined)
→ 10, -2
O=C(Nc1ccc(S(=O)(=O)Nc2ncccn2)cc1)c1cc2cc([N+](=O)[O-])ccc2s1
→ 2, -1
COC(=O)[C@H](C(C)C)N(CCCc1cn(CC2CCCCC2)nn1)S(=O)(=O)c1ccc(F)cc1Br
→ 11, -6
Nc1nc(-c2ccc([N+](=O)[O-])cc2)c(-c2ccccc2)s1
→ -5, -7
CCn1cnnc1C1CCCCN1C(=O)CCc1c[nH]c2ccccc12 (centres undefined)
→ 56*, 0
Cc1ccc2[nH]c3c(c2c1)CCC3O (centres undefined)
→ 78*, -4
O=C1CCC([N+](=O)[O-])C(c2ccc(Br)cc2)N1 (centres undefined)
→ -1, -13
CC(=O)N1CCN(Cc2cc(=O)oc3cc(C)c(C)cc23)CC1
→ 1, 3
CSc1nsc(SC)c1NC(=O)Nc1ccccc1
→ 6, -7
c1cc(-c2noc(-c3cccnc3)n2)cc(-c2ccn[nH]2)c1
→ 30, 1
CCOC(=O)COc1ccccc1C(O)C#N (centres undefined)
→ ., 4
OC(COc1ccc(F)cc1)CN1CCN(c2ccccc2F)CC1 (centres undefined)
→ -2&-2, -2&6
O=C(Nc1ccccc1F)Nc1nnc2ccccn12
→ 0, 1
Nc1cc(-c2ccccc2)n2c(n1)nc1ccccc12
→ ., -16
c1ccc(-c2ccc(C3=Nn4c(nnc4-c4ccncc4)SC3)cc2)cc1
→ ., -22
Cc1ccc(N=C2SC3(CC3)C(=O)N2c2ccc(C)cc2)cc1
→ ., -12
Cc1n[nH]c(C)c1S(=O)(=O)N1CCC(c2nnc(-c3ccco3)s2)CC1
→ -16, -13
Cc1cccc(NC(=O)N2CCc3nc(C)ncc3C2)c1
→ -4, 2

# Five structures out of the list, arranged by length of the SMILES, smallest number first:
# Every second line gives: mHTT CaM bind, Pf apPOL block
O=C(Nc1ccccc1F)Nc1nnc2ccccn12
→ 0, 1
Cc1cccc(NC(=O)N2CCc3nc(C)ncc3C2)c1
→ -4, 2
CCn1cnnc1C1CCCCN1C(=O)CCc1c[nH]c2ccccc12 (centres undefined)
→ 56*, 0
O=C(NC1CCCCC1)c1nc(-c2ccc(N3CCCCCC3)cc2)no1
→ -10, -3
c1ccc(-c2ccc(C3=Nn4c(nnc4-c4ccncc4)SC3)cc2)cc1
→ ., -22

# (cont.)
# Every second line gives: mHTT CaM bind, Pf apPOL block
CCN(CC)CCNC(=O)c1cc2n(n1)CCCN(Cc1cccc(C)c1)C2=O
→ -6, -3
COc1ccccc1C(=O)Nc1cccc([N+](=O)[O-])c1
→ -1, -8
COc1ccc(NC(=O)COc2ccc(C)c(C)c2)c(OC)c1
→ 1, -2
COc1ccc(OC)c(NC(=O)c2cc(S(=O)(=O)NCc3ccccc3)ccc2F)c1
→ 13, -8
Cc1ccc(C(=O)Nc2cccc3cccnc23)cc1Br
→ -5, -3
CCCc1cc2c(=O)c(-c3ccc4c(c3)OCCCO4)c(C)oc2cc1OC(C)=O
→ 3, -12
Cc1sc2ncn(CC(=O)NCC(=O)NCc3ccccn3)c(=O)c2c1C
→ -1, -3
COc1ccc(OC)c(NC(=O)c2ccc(Cl)cc2[N+](=O)[O-])c1
→ 1, -4
CC(=O)N1CCN(CC(=O)N2N=C(c3ccccc3F)CC2c2ccccc2)CC1 (centres undefined)
→ 20, -2
CCc1ccc(OCC(O)CN2CCCC2)cc1 (centres undefined)
→ -6, -1
CCOC(=O)c1ccccc1NC(=O)CN1C(=O)NC2(CCCCC2)C1=O
→ 3, -3
COc1ccc(OC)c(CCNC(=O)CCC(=O)N2CC3CCCN3c3ccccc32)c1 (centres undefined)
→ 53*, -2
Cc1ccc2nsnc2c1NC(=O)c1ccc(Cl)c([N+](=O)[O-])c1
→ 11, -6
CC1(C(=O)NC2CCCCC2)CCC(=O)N1Cc1cccnc1 (centres undefined)
→ -1, 5
CCCCCCN1C[C@H](O)[C@@H](n2cc(COC(=O)c3ccccc3)nn2)C[C@@H]1c1ccc(Cl)cc1
→ 0, 1
O=C(O)c1cc(-c2ccncc2)nc2ccccc12
→ -5&-2, -3&4
O=C(C=Cc1cc2cc3c(cc2nc1Cl)OCO3)C1CC1
→ 1, -8
CC(O)(CNC(=O)c1cc(C(F)(F)F)cc(C(F)(F)F)c1)C1CC1 (centres undefined)
→ -14, 4
CCCCn1c(SCc2cc(=O)oc3cc(O)ccc23)nc2ccsc2c1=O
→ -2, -5
O=C(Nc1ccc2c(N3CCOCC3)ncnc2c1)C1CCC1
→ 0, -9
COc1ccc([N+](=O)[O-])cc1NC(=O)CCN1CCOCC1
→ -10, -6
O=C1OC(c2cc(Cl)ccc2Cl)=N/C1=C\c1cccc([N+](=O)[O-])c1
→ -1, -8
COc1ccccc1C=CC(=O)Oc1c(C)cccc1C
→ -121, 1
CNC(=O)C(C)SCc1ccccc1 (centres undefined)
→ -1, -13
CCOC(=O)N1CCC(NC(=O)CCC2CCN(c3cc(NC4CC4)ncn3)CC2)CC1
→ 1, -1
COc1cc(N/C=C(\C#N)c2nc(-c3ccc(OC)c(OC)c3)cs2)c(OC)cc1Cl
→ -1, 4
CCN(CC)c1ncc2c(n1)CCC(C(=O)NCc1ccncc1)C2 (centres undefined)
→ 7, -5
Nc1nc(N)nc(-c2cccnc2)n1
→ ., -9
NS(=O)(=O)c1ccc(Oc2ccccc2)cc1
→ -8, -5
Brc1cccc(OCCCn2ccnc2)c1
→ 6, -1

# (further entries)
# Every second line gives: mHTT CaM bind, Pf apPOL block
O=S(=O)(Nc1ccccc1N1CCOCC1)c1ccccc1
→ ., 0&-1
CCN1C2=C(C(=O)CCC2)C(c2ccccc2OCc2ccc([N+](=O)[O-])cc2)C2=C1CCCC2=O
→ -1, -17
O=C(Nc1cccc(Br)c1)O[C@@H]1C[C@H]2C[C@@H]1[C@H]1CCCCN1C2
→ 0, -7
CC1Cc2nc(SCC(=O)c3ccc(Cl)cc3)n(C)c(=O)c2S1 (centres undefined)
→ 17, 5
COc1cc([N+](=O)[O-])ccc1NC1OC(=O)c2ccccc21 (centres undefined)
→ 3, 6
COc1nn(C)cc1C(=O)Nc1nnc(-c2ccco2)o1
→ -5, 0
Cc1ccc(F)c(N2CCN(C(=O)c3ccc(C(F)(F)F)cc3)C(C)C2=O)c1 (centres undefined)
→ 12, 0
Cc1cccn2c(=O)c(C=NCc3ccccc3)c(NCc3ccccc3)nc12
→ -2, -1
O=C(c1cccn2c(=O)c3cc(Cl)ccc3nc12)N1CCN(c2ccc(Cl)cc2)CC1
→ -422, 2
Cc1cc(C)c2c(N)c(C(=O)Nc3nnc(-c4cccs4)s3)sc2n1
→ ., -1
Cc1cccc(N2C(=O)N(Cc3ccc(C#N)cc3)c3ccccc3S2(=O)=O)c1
→ -6, 0
COc1nccnc1N1CCC(N(C)S(=O)(=O)N(C)C)C1 (centres undefined)
→ -6, -1
CCOc1cc(C=O)ccc1OCc1ccccc1F
→ -61, 2
COc1ccc(C(=O)Oc2ccc3oc4c(c3c2)CCCC4)cc1OC
→ 4, -3
Cc1cc(=O)[nH]c(NN=Cc2ccncc2)n1
→ ., -5
CCC(C)NC(=O)N1CCc2nc(-c3ccc(F)cc3)ncc2C1 (centres undefined)
→ -9, 3
Cc1ccc([C@H]2C[C@@H](n3cc(-c4ccc(F)cc4)nn3)[C@H](O)CN2C(=O)C2CCCCC2)cc1
→ -9, -4
Fc1cccc(F)c1-c1noc(-c2cccs2)n1
→ -26, -3
NC(=NO)c1ccc(Oc2ccc(F)cc2F)c([N+](=O)[O-])c1
→ ., -7&2
Cc1cccc(C)c1NC(=O)N1CCC(c2nc3ccncc3n2CC(C)C)C1 (centres undefined)
→ 5, 6
Cc1ccccc1C(=O)Nc1sc2c(c1C(=O)NCc1cccnc1)CCC2
→ 2, -2
CSc1nnc(-c2ccccc2Cl)o1
→ -7, -10
O=C(Nc1cccc(Br)c1)c1ccc2nc(N3C(=O)CCC3=O)sc2c1
→ 55*, -2
Cc1c(COS(=O)(=O)c2ccc(Cl)cc2Cl)sc2ccccc12
→ ., -11
Cc1cc(Cl)c(OCCOCCn2ccnc2)c(Br)c1
→ 4, -5
Cc1cc(NC2=NS(=O)(=O)c3cc([N+](=O)[O-])ccc32)c([N+](=O)[O-])cc1C
→ 0, -1
CCOC(=O)C1CCN(C(=O)c2nc(C)n(C3CCN(C)CC3)c2C)CC1
→ 1, -2
COc1ccc(CCNC(=O)C2CCN(S(=O)(=O)c3ccc(C)cc3)CC2)cc1OC
→ 0, 1
CC1CCCC(NC(=O)CCSCc2ccc(Cl)cc2)C1C (centres undefined)
→ -12, -8
Cc1ccccc1-c1nc2s/c(=C\c3cccs3)c(=O)n2n1
→ 1, 1

# Further compounds:
# Every second line gives: mHTT CaM bind, Pf apPOL block
O=C(CC(C(=O)c1ccccc1)c1cccs1)c1ccc(Cl)cc1 (centres undefined)
→ ., -11&-16
O=C(O)CC1=C(c2ccc(Cl)cc2)CCC1=O
→ -3, -10
CC1=C/C(=C/c2ccc(-c3ccc(C)cc3)o2)C(=O)O1
→ 85*, -3
CC(=O)NCCc1csc(C2CCCN(C(C)=O)C2)n1 (centres undefined)
→ -8, -6
S=c1n(CN2CCC(c3ccccc3)C2)nc(Cc2ccccc2)n1-c1ccccc1 (centres undefined)
→ 6, .
